Kir21 inh – inhibitors of mouse Kir2.1 inward-rectifier potassium channel | P35561 | HEK293-Kir2.1, FluxOR thallium flux fluorescence; active compounds read low | B-score at 10 µM | hit rate 0.85% among 310,000 | AID 1672;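 active = fluorescence ratio B-score at or below minus 3 SD of library scores, with starting-brightness B-score within 2 SD, cut at about -4.2 in these data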;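 note: channel flux triggered by added potassium and thallium sulfate stimulus; B-score of peak minus minimum fluorescence over baseline after thallium stimulus; more negative B-score means stronger Kir2.1 block with less thallium influx; some compounds called inactive have numbers as strong as hits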
Target sequence (P35561 whole entry, looked up): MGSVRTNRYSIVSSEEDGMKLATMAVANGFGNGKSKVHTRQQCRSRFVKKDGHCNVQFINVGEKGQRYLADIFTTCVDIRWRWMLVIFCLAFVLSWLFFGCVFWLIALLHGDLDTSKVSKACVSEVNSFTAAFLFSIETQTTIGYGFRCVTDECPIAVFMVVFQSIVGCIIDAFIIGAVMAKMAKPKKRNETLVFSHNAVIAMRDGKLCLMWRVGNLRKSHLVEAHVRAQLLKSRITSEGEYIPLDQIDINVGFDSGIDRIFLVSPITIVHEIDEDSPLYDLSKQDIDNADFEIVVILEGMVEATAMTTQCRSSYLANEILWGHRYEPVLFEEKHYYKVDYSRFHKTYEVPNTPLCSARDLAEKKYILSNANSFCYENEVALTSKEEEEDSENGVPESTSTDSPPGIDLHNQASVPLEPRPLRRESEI
STK33 kinase inh – inhibitors of human STK33 kinase | purified STK33, MBP phosphorylation, ADP-Glo luminescence | inhibition, % at 10 µM | AID 2661 | hit rate 0.073% among 320,000;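 active = inhibition at or above 25%, using the most active replicate where run in duplicate; inactive = inhibition below 25%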
Target sequence (Q9BYT3 whole entry, looked up): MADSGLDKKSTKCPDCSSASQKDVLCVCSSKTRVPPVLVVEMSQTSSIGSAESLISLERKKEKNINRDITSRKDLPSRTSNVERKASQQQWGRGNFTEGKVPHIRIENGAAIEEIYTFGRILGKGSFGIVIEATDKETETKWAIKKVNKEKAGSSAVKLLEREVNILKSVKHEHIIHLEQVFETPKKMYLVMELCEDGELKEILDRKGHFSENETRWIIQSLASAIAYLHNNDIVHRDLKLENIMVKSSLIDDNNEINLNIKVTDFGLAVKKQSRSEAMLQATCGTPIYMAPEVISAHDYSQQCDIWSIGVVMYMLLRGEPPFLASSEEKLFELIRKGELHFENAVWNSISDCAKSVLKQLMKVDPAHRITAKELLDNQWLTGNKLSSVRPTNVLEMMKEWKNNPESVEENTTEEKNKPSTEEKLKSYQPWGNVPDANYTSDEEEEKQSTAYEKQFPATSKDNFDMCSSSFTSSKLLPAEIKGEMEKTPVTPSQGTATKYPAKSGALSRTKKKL
The depositor's hits bear a star; nt = not tested or not shown.

molecule | Kir21 inh | STK33 kinase inh
COc1ccccc1Cc1noc(C(C)(C)NC(=O)c2ccccc2)n1 | 0.2 | -0.3
Clc1ccc(OCCCCN2CCc3ccccc3C2)cc1 | 0.86 | 0.5
Cc1ccc(C)c(NC(=O)C2CCCN2C(=O)OC(C)(C)C)c1 (stereo not given) | -0.12 | 0.4
COc1cccc(C(=O)NNC(=O)c2ccc3ccccc3c2O)c1 | -1.1 | -0.2
O=C(CNc1ccccc1F)Nc1cc(S(=O)(=O)N2CCCCC2)ccc1Cl | nt | -0.8
CCOc1ccccc1NC(=O)COC(=O)CC(C)(C)CC1=NS(=O)(=O)c2ccccc2N1 | 2 | -1.6
FC(F)(F)c1ccc(/C=N/NC(=S)NC2CCCCC2)cc1 | -1.5 | -2.6
CC1(C)CC(=O)c2c(Cc3ccccc3)noc2C1 | -0.23 | nt
Cc1ccc(-n2nc3c(Cl)nnc(C)c3c2C)cc1 | 0.08 | -1.3
CC(C)=NOc1nc(N(C)C)nc(N(C)C)n1 | -1.3 | 0.7
COCCNC(=S)N1CCN(S(=O)(=O)c2ccc(Cl)s2)CC1 | 2 | -0.6
c1ccc(-c2cc(N3CCCCCC3)n[nH]2)cc1 | -0.67 | -1.2
CC(C)(C)N1NC(=O)Nc2ccccc2C1=O | -0.48 | -0.8
CCC(=O)NC(c1cccs1)c1cc(Cl)c2cccnc2c1O (stereo not given) | -0.09 | -0.6
O=C(Nc1ccccn1)Nc1cccs1 | -0.06 | 1.8

(continued)
molecule | Kir21 inh | STK33 kinase inh
CCOc1ccc(OCC)c(NC(=O)Nc2ccc3c(c2)N(C)C(=O)CS3)c1 | -0.02 | -1.2
O=C([C@@H]1Cc2ccccc2CN1)N1CCN(Cc2ccccc2)CC1 | 1.2 | -2.8
COc1ccccc1/C=C1\SC(=S)N(CC(=O)Nc2nnc(C)s2)C1=O | -0.01 | -1.4
CCOc1ccc(C(=O)NCc2ccc3c(c2)OCO3)cc1 | 0.52 | 0.5
COc1cccc(CN(CC2CCCO2)S(=O)(=O)c2ccc(-n3cnnn3)c(OC)c2)c1 (stereo not given) | 0.48 | -2.4
O=C(NCCNC(=O)c1ccccc1F)c1ccccn1 | 0.93 | -0.1
CCCCCCn1c(CN2CCCCC2CC)nc2c1c(=O)n(C)c(=O)n2C (stereo not given) | -0.11 | -1.9
O=C(COC(=O)C1CC(=O)N(Cc2ccco2)C1)c1ccc(OC(=O)c2ccco2)cc1 (stereo not given) | -0.52 | 0.5
Cc1ccc(OC(=O)CCC(=O)Nc2ccc(S(=O)(=O)Nc3cc(C)on3)cc2)cc1 | 1.4 | -2.0
S=C(Nc1cccnc1)Nc1ccccc1Br | -3.2 | 4.9
Cc1ccc(OCC(=O)Nc2cccc(S(=O)(=O)N3CCCCCC3)c2)cc1C | 1 | -0.4
Cc1ccc(S(=O)(=O)Nc2nc3ccccc3nc2NCc2ccc3c(c2)OCO3)cc1C | 0.77 | 0.2
Cc1nc2ccccn2c1-c1csc(NCc2ccco2)n1 | 1.8 | 0.6
CN1CCN(C(=O)C2CC(=O)N(c3ccc(Cl)cc3)C2)CC1 (stereo not given) | -1.5 | -1.5
COc1cccc(-n2c(=S)sc3c(=O)n(-c4ccccc4C)c(SCC(=O)O)nc32)c1 | 0 | -0.1

(next part)
molecule | Kir21 inh | STK33 kinase inh
COc1ccc(C=C(C#N)C#N)c(CSc2ccccn2)c1 | -0.25 | -0.6
COc1cc(/C=C/C(=O)N2CCCC2)cc(OC)c1OC | -1.3 | -1.6
CC(C)Oc1ccc(C(=O)Nc2cc(=O)n(C)c(=O)n2C)cc1 | -1.5 | -2.3
CCOC(=O)N1CCN(c2ccncc2S(=O)(=O)N2CCCCC2)CC1 | -0.18 | -1.4
Cc1nc2ccccc2cc1C(=O)N/N=C/c1ccccc1[N+](=O)[O-] | -1.8 | -0.9
CC(=O)c1ccccc1NC(=O)COC(=O)CCC1CCCC1 | nt | -0.4
O=C(CSc1nc2ccccc2s1)NC1CCCc2ccccc21 (stereo not given) | 0.67 | 1.5
COc1ccc(/C=C2\CN(Cc3ccccc3)C/C(=C\c3ccc(OC)cc3)C2=O)cc1 | nt | -2.0
OC(COC(c1ccccc1)c1ccccc1)CN1CCCCC1 (stereo not given) | -1.9 | -0.6
CC1CCCCN1CC(O)COCc1ccccc1 (stereo not given) | 2.5 | 2.9
CN(C)C(=O)c1cn(-c2ccccc2)nc1-c1cccc([N+](=O)[O-])c1 | -0.09 | -2.7
c1ccc(-c2ccc(OCCCNC3CCCC3)cc2)cc1 | -5.8* | -0.9
CNS(=O)(=O)c1cccc(C(=O)NNC(=O)CN(C)S(=O)(=O)c2ccc(Cl)cc2)c1 | 0.29 | 0.2
C/[N+]([O-])=C\c1coc2ccccc2c1=O | 0.26 | 3.2
c1cncc(-c2nc(-c3cccs3)cs2)c1 | 0.26 | 2.2

In a second layout: 2 of the compounds above.
Below each compound – Kir21 inh	STK33 kinase inh
COc1ccc(/C=C2\CN(Cc3ccccc3)C/C(=C\c3ccc(OC)cc3)C2=O)cc1
  nt	-2.0
OC(COC(c1ccccc1)c1ccccc1)CN1CCCCC1 (stereo not given)
  -1.9	-0.6

The list continues:
molecule | Kir21 inh | STK33 kinase inh
COc1cccc(OCCn2cc(C(C)=O)c3ccccc32)c1 | -2.5 | 3.6
COc1ccc(CN(C)Cc2cc(=O)oc3cc(C)c(C(C)C)cc23)cc1OC | -3.3 | 0.7
Cc1nc(-c2ccncc2)nc(NCCNc2ncccc2C(F)(F)F)c1Cl | -2.4 | -1.1
CN(C(=O)CCN1C(=O)/C(=C/c2ccccc2F)SC1=S)C1CCS(=O)(=O)C1 (stereo not given) | 1 | 0.3
CCN(CC)/C(=N/O)NC(=O)NS(=O)(=O)c1ccc(C)cc1 | 0.9 | 2.7
CC(Oc1ccc(Cl)cc1Cl)C(=O)NCCCn1ccnc1 (stereo not given) | -0.65 | 0.2
CCOC(=O)c1c(CN2CCOCC2)n(-c2ccccc2)c2ccc(O)cc12 | -3.8 | -1.2
COc1ccccc1NC(=O)CCCCCN1C(=O)c2cccc3cccc(c23)C1=O | -1.9 | 0.4
COc1ccccc1OCc1cc(C(=O)NCc2ccc(N3CCCC3=O)cc2)no1 | 0.31 | -0.1
CC(=O)Nc1cc(NC(C)=O)cc(C(=O)OCC(=O)c2ccc3c(c2)OCO3)c1 | -0.61 | -0.2
CCCCCCCC(=O)Nc1ccc(C(=O)N/N=C/c2cccc([N+](=O)[O-])c2)cc1 | -0.91 | 0.7
Cc1c(NC(=O)c2cnn3c2NC(c2ccco2)CC3C(F)(F)F)c(=O)n(-c2ccccc2)n1C (stereo not given) | -0.54 | -1.8
O=[n+]1c2c(n([O-])c3c1CCCC3)CCCC2 | 1.5 | -1.1
CCOC(=O)c1cnc2cc(-c3ccc(Cl)cc3)nn2c1N | -0.63 | 1.7
N=c1c2c(-c3ccccc3)c(-c3ccccc3)n(Cc3ccco3)c2ncn1CCCN1CCOCC1 | -7.1* | 1.0

Complete entries from above.
CC(=O)Nc1cc(NC(C)=O)cc(C(=O)OCC(=O)c2ccc3c(c2)OCO3)c1 across the screens: Kir21 inh = -0.61; STK33 kinase inh = -0.2
Cc1nc(-c2ccncc2)nc(NCCNc2ncccc2C(F)(F)F)c1Cl across the screens: Kir21 inh = -2.4; STK33 kinase inh = -1.1
Cc1ccc(OC(=O)CCC(=O)Nc2ccc(S(=O)(=O)Nc3cc(C)on3)cc2)cc1 across the screens: Kir21 inh = 1.4; STK33 kinase inh = -2.0

Other records
molecule | Kir21 inh | STK33 kinase inh
O=C1CCC(=O)N1CNc1ccccn1 | -0.02 | 0.0
NNC(=O)COc1ccc(-c2nccc(-c3ccc(F)cc3)n2)cc1 | 0.47 | -0.5
O=C(COC(=O)C1CC(=O)N(c2ccc3c(c2)OCCO3)C1)NC1CCCc2ccccc21 (stereo not given) | -0.59 | 0.2
O=[N+]([O-])c1ccc(Cl)c(/C=N/N2CCN(c3ccccc3)CC2)c1 | 0.21 | -1.2
CC(C)C(=O)c1ccc(O)c(O)c1 | -1.2 | -2.0
O=C(Cn1cc(C(=O)C(F)(F)F)c2ccccc21)N1CCOCC1 | 1.8 | -0.3
CC1(C)CCC(=O)C=C1Nc1ccc(F)c(Cl)c1 | 0.47 | -1.9
CC(=O)c1ccc(N=Nc2ccc(C)cc2)cc1 | -0.01 | nt
O=C(Oc1ccc(-c2cnc3ccccc3n2)cc1)c1ccco1 | 0.61 | 0.0
Cc1cc(C)nc(N/N=C/c2cc(C)n(CC(F)(F)F)c2C)n1 | -0.84 | -1.5
O=c1[nH]c(C2CCCN(S(=O)(=O)c3ccc(F)cc3)C2)nc2c1nnn2Cc1ccc(F)cc1 (stereo not given) | -0.25 | 0.0
CN1CCN(S(=O)(=O)c2ccc(Oc3ccc(F)cc3Br)nc2)CC1 | 0.61 | -0.6
CC(=O)c1c(C)oc2ccc(OCc3ccccc3)cc12 | 0.67 | -1.0
O=C(/C=C/c1ccco1)Nc1nc(-c2ccccn2)cs1 | -1.1 | 2.2
O=C(NC(=S)Nc1ccccc1[N+](=O)[O-])c1ccccc1 | 0.48 | -1.5

Next part
molecule | Kir21 inh | STK33 kinase inh
CCCCc1cc(=O)oc2cc(OCC(=O)N(CC)CC)ccc12 | -0.95 | -0.9
O=c1cc(-c2ccccc2)[nH]n2cnnc12 | 0.03 | -0.3
CC(=O)c1cccc(Nc2cc(C)nc3c(C)cc(C)cc23)c1 | -2.2 | -0.9
CC(C)(C)c1ccc(OCCN2CCCC2)cc1 | -1.1 | -5.5
Cc1ccc(C(=O)NC2CCCC2)cc1S(=O)(=O)N1CCCCC1 | -0.34 | -2.1
Fc1ccccc1COc1ccccc1/C=N/Nc1nc(N2CCCC2)nc(N2CCCC2)n1 | 0.46 | -1.0
O=C(Cc1ccc(F)cc1)N1CCOCC1 | -0.58 | -1.4
CCc1ccccc1NC(=O)Nc1ccsc1C(=O)OC | -0.38 | 0.5
CN(C)CCCN(C(=O)c1ccc(S(=O)(=O)N2CCc3ccccc3C2)cc1)c1nc2c(F)cccc2s1 | -0.03 | 2.5
CC(OC(=O)c1cccnc1Cl)C(=O)Nc1ccc2c(c1)OCO2 (stereo not given) | nt | -0.7
Cc1ccc(C)c(S(=O)(=O)Nc2ccc(C(=O)NCC(c3ccco3)N(C)C)cc2)c1 (stereo not given) | 0.01 | -0.2
COc1cccc(/C=C/C(=O)Nc2ccc3nc4n(c(=O)c3c2)CCCC4)c1OC | 0.07 | 0.1
Cc1ccc(S(=O)(=O)N2CCN(c3nc(C)nc4sc(C)c(C)c34)CC2)cc1 | -2.1 | nt
O=C(O)c1cccc(Oc2ncnc3sc4c(c23)CCCC4)c1 | 1.8 | nt
O=C(CSc1nc2ccccc2o1)c1ccccc1 | -1.3 | 0.0

(next part)
molecule | Kir21 inh | STK33 kinase inh
CCc1c(C)nc(SCC(=O)N2CC(C)OC(C)C2)[nH]c1=O (stereo not given) | -0.08 | -1.3
CCOc1ccccc1CNC(=O)CCNS(=O)(=O)c1ccc2[nH]c(=O)oc2c1 | 0.96 | -0.1
CC(C)N1C(=O)S/C(=C\c2ccc(-c3ccc(Cl)c(C(=O)O)c3)o2)C1=O | 2.1 | -1.6
CCOP(=O)(CN(CC)C(=O)c1ccccc1Br)OCC | 0.75 | -0.1
COc1ccc(C(CNc2ncnc3sccc23)N(C)C)cc1OC (stereo not given) | -1.4 | -2.1
O=c1c(-c2ccccc2)c(O)c2c(n1-c1ccccc1)CCCC2 | -0.24 | -0.9
CCN(CC)c1ncnc2ccc(Br)cc12 | 2.1 | -3.5
C#CCCOC(=O)N1C2=NC(C(=O)OC)=C(C(=O)OC)[C@@H]3N(CC=C)c4ccccc4[C@]23C[C@H]1C(=O)OC | 0 | 0.6
CC(=O)Oc1ccc(C2C3=C(CC(C)(C)CC3=O)Nc3cc4c(cc32)OCCO4)cc1 (stereo not given) | -0.52 | -0.6
COc1ccc(C2=NN(C(=O)c3ccccc3)C(c3ccc(OC)c(OC)c3)C2)c(OC(C)=O)c1 (stereo not given) | 0.86 | 0.3
CCOC(=O)c1cc2occc2n1CC(=O)NC1CCCCC1C (stereo not given) | 2.3 | -1.4
O=C(Nc1ccon1)c1ccc(OC2CCCC2)cc1 | -0.02 | 1.4
CCOc1cc(/C=C2\N=C(C)OC2=O)cc(Br)c1OCCc1ccccc1 | 0.09 | -1.5
COc1cc(/C=C/C(=O)OCC(=O)Nc2cc(S(=O)(=O)N3CCCC3)ccc2Cl)cc(OC)c1OC | nt | -1.5
CCN(CC)S(=O)(=O)c1cc(NS(=O)(=O)c2ccc(Cl)c(C(=O)O)c2)ccc1C | 0.52 | -0.2

Other records follow:
molecule | Kir21 inh | STK33 kinase inh
CCNC(=O)NC(=O)COC(=O)CCc1nc(=O)c2ccccc2n1C | 1.9 | -1.0
CC(=O)N/C(=N/c1nc(C)cc(C)n1)Nc1ccc(NC(C)=O)cc1 | 0.86 | -0.7
Cc1ccc(OCCNC(=O)c2cc(C(=O)NCCOc3ccc(C)cc3)cc([N+](=O)[O-])c2)cc1 | 1.6 | 0.1
COc1ccc(CCNC(=O)COC(=O)COc2ccc(Cl)cc2)cc1OC | -0.26 | -0.8
O=c1cc(-c2ccccc2)c2ccc(O)c(CN3CCCCC3)c2o1 | -1.2 | -1.3
Cc1cc(Nc2cccc(F)c2)n2c(n1)nc1ccccc12 | 0.96 | -0.5
O=C(CNC(=S)N(Cc1ccccc1)Cc1cccnc1)NC1CCCCC1 | 0.03 | -0.5
OCCNc1nc(SCc2ccccc2)nc2sc3c(c12)CCC3 | 0.14 | nt
Cc1cccc(NS(=O)(=O)c2csc(C(N)=O)c2)c1 | -1.8 | -0.1
CCOc1ccc(NC(=S)N(CCc2c(C)[nH]c3ccc(C)cc23)Cc2ccncc2)cc1 | -0.19 | 0.4
O=C(O)c1ccc(-c2nnc(-c3ccccc3)o2)cc1 | 0.22 | -1.3
CCCCCOc1ccc(C(=O)CCC(=O)N2CCCC2)cc1 | -0.01 | -1.7
Cc1ccc(NC(=O)c2c([N+](=O)[O-])c(C(C)(C)C)nn2C)cc1 | 1.5 | -1.0

Screens: PubChem, several laboratories

Rows are unselected. About 0.84% of those tested had a hit in this group.
